# Bioassay records from PubChem BioAssay.
# CSN inh – inhibitors of human CSN-mediated cullin deneddylation. Q92905. Purified CSN, SCF-Nedd8-OG deneddylation, fluorescence polarization. inhibition, % at 12.5 µM. hit rate 0.38% among 360,000. AID 651999;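 active = pattern-corrected inhibition above about 35%, with an unprinted fluorescence ratio check between 0.5 and 1.5, limit read from the data, passing the limit was not always enough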;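 note: 0% = enzyme with substrate and 100% = substrate without enzyme; some results filed as inactive read as strong as hits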
#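 Assay system: Purified human Csn5 enzyme expressed in HEK293T cells | Amount: Enzyme 0.24 nM | Measured by: Fluorescence polarization readout | Medium: Tris/NaCl/DTT buffer, pH 7.5 | Compound dosing: One concentration, 12.5 µM, 0.25% DMSO | Times: 90 min incubation of compound, enzyme and substrate at room temperature | Control set: no-enzyme wells high, enzyme-with-substrate wells low | Read-out: % inhibition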
# TbMetRS inhib – blocks T. brucei methionyl-tRNA synthetase activity | hit rate 0.4% among 360,000 | inhibition, % at 11.9 µM | purified T. brucei MetRS, ATP depletion, Kinase-Glo luminescence;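 active = inhibition above a per-plate cutoff of the control wells' mean inhibition plus 3 SD, cut at about 5.5% in these data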;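 note: 0% = DMSO wells median and 100% = median of wells with control inhibitor compound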
#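 Material – parasite MetRS enzyme · Medium – HEPES-MgCl2-KCl buffer plus DTT, spermine, BSA, pyrophosphatase · Reagent – ATP, methionine and E. coli bulk tRNA substrates · Times – 15 min enzyme-compound preincubation, 2 h reaction, 10 min detection, 25 °C · Measured by – luminescence of leftover ATP · Evaluation – percent inhibition relative to median high and low control wells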
# Rpn11 block – blocks the human proteasome subunit Rpn11; hit rate 0.59% among 360,000; human 26S proteasome, Ub4-pepOG fluorescence polarization; 20S core pre-blocked with epoxomicin; calls only at 20 µM; O00487;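 active = inhibition at 20 µM, scaled to each plate's controls, above about 33%, limit read from the data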
# Scp1 inh – Scp-1 (human) phosphatase inhibition; Recombinant Scp1, phosphopeptide, malachite green phosphate absorbance; inhibition, % at 20 µM; hit rate 0.88% among 340,000;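 active = inhibition above about 50% at 20 µM, limit read from the data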;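 note: plate controls were DMSO wells with enzyme for no effect and wells lacking enzyme for full effect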
# Target sequence (Q9GZU7 76-261 limits assumed): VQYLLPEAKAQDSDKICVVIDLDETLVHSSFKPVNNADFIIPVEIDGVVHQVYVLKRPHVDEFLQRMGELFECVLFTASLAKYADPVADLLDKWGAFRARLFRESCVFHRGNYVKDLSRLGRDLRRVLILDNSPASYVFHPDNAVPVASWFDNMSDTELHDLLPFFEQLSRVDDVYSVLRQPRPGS
#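 Test system: SCP-1 catalytic domain; Buffer or medium: Acidic Tris acetate buffer with magnesium and detergent; Also added: Phosphorylated 17-residue peptide substrate; Compound: single 20 µM dose, 1% DMSO; Schedule: enzyme reaction 45 min at room temperature, colour 5 min, stabilisation 30 min; Signal: Phosphate-binding colour reagent, absorbance read at 630 nm.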
# PABP1 MLLE inh – blocks PAM2 peptide binding to the PABP1 MLLE domain. P11940. GST-MLLE / FITC-PAM2 fluorescence polarization. inhibition, % at 20 µM. hit rate 0.36% among 360,000. AID 588489; in the data active = inhibition above about 35%, passing the limit was not always enough;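 note: plate controls were DMSO wells with GST-MLLE for no effect and wells lacking GST-MLLE protein for full effect; some results filed as inactive read as strong as hits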
# Target sequence (P11940 whole entry, looked up, the tested form may be a part): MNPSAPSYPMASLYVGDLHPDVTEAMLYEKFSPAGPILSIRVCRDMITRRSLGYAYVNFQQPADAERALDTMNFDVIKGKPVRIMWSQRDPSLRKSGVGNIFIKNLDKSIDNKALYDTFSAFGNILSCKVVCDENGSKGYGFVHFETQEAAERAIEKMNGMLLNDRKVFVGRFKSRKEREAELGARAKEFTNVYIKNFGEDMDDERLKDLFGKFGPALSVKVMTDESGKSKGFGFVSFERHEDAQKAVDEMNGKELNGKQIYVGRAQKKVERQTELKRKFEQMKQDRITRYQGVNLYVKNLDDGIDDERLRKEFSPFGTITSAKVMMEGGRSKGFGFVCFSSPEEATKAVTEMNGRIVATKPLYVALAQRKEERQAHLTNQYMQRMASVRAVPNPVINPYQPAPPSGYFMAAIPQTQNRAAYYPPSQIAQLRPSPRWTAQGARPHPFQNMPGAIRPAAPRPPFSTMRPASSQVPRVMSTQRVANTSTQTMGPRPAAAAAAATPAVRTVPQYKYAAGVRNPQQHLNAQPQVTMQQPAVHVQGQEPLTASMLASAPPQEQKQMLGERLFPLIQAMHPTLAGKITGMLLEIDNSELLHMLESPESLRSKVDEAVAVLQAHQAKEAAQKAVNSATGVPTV
# NadD inh – NadD (S. aureus) enzyme inhibition | purified NadD enzyme, colorimetric absorbance read-out | hit rate 0.78% among 360,000 | inhibition, % at 20 µM; in the data active = inhibition above about 26%; note: some compounds past the cut are filed as inactive
# STEP inh – blocks human striatal-enriched tyrosine phosphatase; recombinant STEP, OMFP fluorogenic substrate, fluorescence; hit rate 0.25% among 360,000; AID 588621; inhibition, % at 20 µM; P54829;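 active = inhibition at 20 µM, scaled per plate between control wells, above about 37%, limit read from the data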;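 note: 0% = DMSO with enzyme and substrate and 100% = substrate only without enzyme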
#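 System: STEP phosphatase, cell-free reaction; Buffer or medium: Bis-Tris pH 6.0 buffer with DTT, detergent; Incubation: 20 min at room temperature, dark; Measured by: fluorescence, 480/540 nm.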
# DNMT1 inh – blocks human DNA methyltransferase DNMT1; P26358; DNMT1 molecular beacon, Hinp1I cleavage, fluorescence; inhibition (reported as % activation of signal), % at 10 µM; hit rate 0.83% among 360,000; in the data active = inhibition above about 50%
# SUMO1-SIM PPI – SUMO1-SIM interaction modulation. hit rate 0.33% among 360,000. AID 602429. SUMO1 binding to a labelled peptide, TR-FRET, 1 h. P63165. inhibition, % at 20 µM; in the data active = inhibition above about 37%
# Target sequence (P63165 whole entry, looked up): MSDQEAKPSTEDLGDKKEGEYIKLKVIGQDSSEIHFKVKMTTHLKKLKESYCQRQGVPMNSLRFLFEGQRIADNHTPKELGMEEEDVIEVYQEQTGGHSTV
# LMPTP inh – blocks human LMPTP phosphatase. recombinant LMPTP-A, OMFP fluorogenic substrate, fluorescence intensity. P24666. hit rate 0.22% among 360,000. inhibition, % at 20 µM;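 active = compounds that cut the enzyme signal by at least half of the control window in the single-dose screen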;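 note: plate controls were DMSO wells with enzyme plus substrate for no effect and substrate without enzyme for full effect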
#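 Assay system: LMPTP-A, protein tyrosine phosphatase of low molecular weight / Medium: pH 6.0 Bis-Tris buffer with DTT and Triton X-100 / Schedule: 50 min enzyme reaction at room temperature, protected from light / Measured by: endpoint fluorescence intensity from OMFP dephosphorylation / Read-out basis: % inhibition relative to no-enzyme and uninhibited control wells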
# * hit, by the source's call; i = inactive; nt = not tested or not shown.
# The line under a structure holds: CSN inh	TbMetRS inhib	Rpn11 block	Scp1 inh	PABP1 MLLE inh	NadD inh	STEP inh	DNMT1 inh	SUMO1-SIM PPI	LMPTP inh
1) O=C(CSc1nnc(-c2cccnc2)n1-c1ccccc1)Nc1ccc2c(c1)OCO2
 : 1.4	1.4	i	-6.8	-1.8	-1.2	2.8	-1.4	0.6	-1.0
2) O=C(O)COc1ccc(/C=N/NC(=O)/C(=C/C=C/c2ccccc2)NC(=O)c2ccccc2)cc1
 : 2.1	-0.5	i	4.4	-11.2	13.5	-0.5	0.8	-9.5	-1.9
3) CC(C)(C)NC(=O)Cn1nnc(-c2ccc(Cl)cc2)n1
 : -2.0	0.1	i	0.4	-38.1	4.1	0.8	0.6	2.2	-0.9
4) O=C(OCc1ccccc1)C1=NNC2C(=O)N(Cc3ccccc3)C(=O)C12 (stereo not given)
 : -3.4	0.8	i	-7.5	1.9	-3.6	2.9	-4.5	-3.7	0.4
5) CNC(=O)NC(=O)C(C)OC(=O)c1c2c(nc3ccccc13)/C(=C/c1cccs1)CC2 (stereo not given)
 : 13.6	0.3	nt	6.1	-23.9	32.6*	1.5	-25.6	-2.3	3.0
6) O=C(CS(=O)(=O)Cc1ccccc1)NCC1CCCO1 (stereo not given)
 : 1.0	-0.2	i	-9.1	-4.9	-2.7	-3.5	-1.6	-2.0	-1.6
7) COC(CNC(=O)C(=O)Nc1cc2c3c(c1)CCN3C(=O)CC2)OC
 : 0.0	0.9	i	10.3	2.3	-1.1	-2.2	1.3	2.5	-0.9
8) CCN(Cc1ccccc1)C(=S)Nc1cc(C(=O)OC)ccc1C(=O)OC
 : 2.1	0.1	i	-10.3	-45.0	-9.1	0.0	-2.7	-2.3	0.7
9) O=[N+]([O-])c1cccc(C2=NCCC(c3ccccc3)O2)c1 (stereo not given)
 : 2.0	-0.5	i	3.9	-9.4	5.6	-1.0	-7.3	-24.0	0.7
10) CCC(C)(C)n1nnnc1C(c1ccc(C)cc1)N1CCN(C(=O)c2ccco2)CC1 (stereo not given)
 : -4.6	-0.2	i	-7.6	0.1	5.0	-0.6	7.7	-0.5	-0.2
11) O=C(COC(=O)c1cc[n+]([O-])cc1)Nc1ccc([N+](=O)[O-])cc1C(F)(F)F
 : 6.4	-0.3	i	-4.2	-5.1	2.8	-0.6	0.9	-26.1	-0.2
12) O=C(O)CCCn1ccc2cc(S(=O)(=O)N3CCCC3)ccc21
 : -6.3	0.8	i	-8.6	5.4	-6.3	-0.2	0.7	5.7	-2.1
13) NC(=O)CC(NC(=O)Cc1cccc2ccccc12)c1ccc(NCCN2CCCC2)c([N+](=O)[O-])c1 (stereo not given)
 : 0.1	0.3	i	0.6	-1.6	-6.2	2.1	2.8	-17.2	-1.5
14) Cc1ccc(CNC(=O)C2CCCN2C(=O)Nc2ccc(C)cc2)cc1 (stereo not given)
 : -5.7	-0.6	i	-3.0	-4.6	-5.5	0.4	2.4	7.1	-1.0
15) Cc1noc2ncnc(Sc3ccc(Br)cc3)c12
 : 5.4	-0.2	i	-8.6	19.2	-3.8	2.0	3.5	0.8	0.0
16) COc1cccc(NC(=O)CN(C)C(=O)Cc2ccc3c(c2)CCC3)c1
 : 2.9	-0.2	i	-4.6	17.6	-0.6	1.8	6.0	2.0	-0.5
17) CSc1nc(N2CCOCC2)c2c(c1C#N)CCCCC2
 : 1.9	-0.1	i	-0.4	5.5	-7.0	2.1	-0.2	-2.0	1.6
18) COc1ccc(Cn2c(=N)c(C(=O)NCC3CCCO3)cc3c(=O)n4ccccc4nc32)cc1 (stereo not given)
 : 9.5	-2.6	i	6.8	-26.9	1.4	-1.9	4.5	-35.0	2.8
19) O=C(CC1CCCC1)N1CCN(S(=O)(=O)c2cccc(F)c2)CC1
 : -0.6	-0.2	i	-4.9	1.9	-2.6	1.7	-0.3	1.6	0.1
20) NC(=O)C[n+]1cccc(/C=N/O)c1
 : -4.2	-0.3	i	-2.5	11.8	-4.7	-2.4	-0.8	6.2	-1.0
21) Cc1ccc(C2=CC(c3ccccc3)n3ncnc3N2)c(C)c1 (stereo not given)
 : -5.6	-0.3	i	-3.0	3.8	0.2	1.8	6.4	-1.1	-0.6
22) COc1ccc(NC(=O)CCCNS(=O)(=O)c2cccs2)cc1
 : 0.3	-0.3	i	-1.7	-8.5	-2.0	-4.7	-1.9	-1.2	-0.3
23) COC(=O)c1c(C(=O)c2ccc(Br)cc2)n(C)c2ccccc12
 : 2.7	0.1	i	-3.9	-0.7	-8.4	2.1	1.9	-11.4	2.0
24) O=C(c1ccco1)N1CCN(CCOc2ccccc2)CC1
 : -1.1	-0.7	i	-1.2	10.8	-4.9	1.3	4.9	-1.1	-0.7
25) Cc1ccc(C)c(S(=O)(=O)N2CCN(C(=O)CN3C(=O)NC(C)(C)C3=O)CC2)c1
 : 2.5	0.1	i	7.1	-48.0	0.4	2.8	2.5	2.2	-1.4
26) COc1ccc(C(=O)OCC(=O)N2CCc3ccccc32)cc1S(=O)(=O)N1CCOCC1
 : 0.9	0.3	i	0.0	-9.3	0.5	-1.3	-0.8	2.0	-2.6
27) CCCNC(=O)c1cc(C2CCCN(C(=O)c3ccccc3)C2)on1 (stereo not given)
 : -0.4	-0.2	i	nt	-8.6	-1.7	-2.1	1.1	6.1	-1.2
28) FC(F)(F)c1cccc(N2CCN(Cc3ccoc3)CC2)c1
 : -3.7	0.3	i	-1.8	-10.8	-1.4	-2.9	6.8	-0.8	-0.7
29) COc1ccc(-c2ccc(SCC(=O)N3c4ccccc4CC3C)nn2)cc1OC (stereo not given)
 : -4.5	0.2	i	-0.1	6.4	-1.3	3.8	-2.8	10.2	1.8
30) COc1cccc(OC)c1NC(=O)C1CCCN1C(=O)Nc1ccccc1F (stereo not given)
 : 0.1	-0.1	i	-5.8	17.3	-5.1	0.4	1.4	5.6	-1.1

# Twelve structures already listed, arranged by length of the SMILES, rising.
# The line under a structure holds: CSN inh	TbMetRS inhib	Rpn11 block	Scp1 inh	PABP1 MLLE inh	NadD inh	STEP inh	DNMT1 inh	SUMO1-SIM PPI	LMPTP inh
20) NC(=O)C[n+]1cccc(/C=N/O)c1
 : -4.2	-0.3	i	-2.5	11.8	-4.7	-2.4	-0.8	6.2	-1.0
28) FC(F)(F)c1cccc(N2CCN(Cc3ccoc3)CC2)c1
 : -3.7	0.3	i	-1.8	-10.8	-1.4	-2.9	6.8	-0.8	-0.7
3) CC(C)(C)NC(=O)Cn1nnc(-c2ccc(Cl)cc2)n1
 : -2.0	0.1	i	0.4	-38.1	4.1	0.8	0.6	2.2	-0.9
22) COc1ccc(NC(=O)CCCNS(=O)(=O)c2cccs2)cc1
 : 0.3	-0.3	i	-1.7	-8.5	-2.0	-4.7	-1.9	-1.2	-0.3
27) CCCNC(=O)c1cc(C2CCCN(C(=O)c3ccccc3)C2)on1 (stereo not given)
 : -0.4	-0.2	i	nt	-8.6	-1.7	-2.1	1.1	6.1	-1.2
23) COC(=O)c1c(C(=O)c2ccc(Br)cc2)n(C)c2ccccc12
 : 2.7	0.1	i	-3.9	-0.7	-8.4	2.1	1.9	-11.4	2.0
19) O=C(CC1CCCC1)N1CCN(S(=O)(=O)c2cccc(F)c2)CC1
 : -0.6	-0.2	i	-4.9	1.9	-2.6	1.7	-0.3	1.6	0.1
16) COc1cccc(NC(=O)CN(C)C(=O)Cc2ccc3c(c2)CCC3)c1
 : 2.9	-0.2	i	-4.6	17.6	-0.6	1.8	6.0	2.0	-0.5
29) COc1ccc(-c2ccc(SCC(=O)N3c4ccccc4CC3C)nn2)cc1OC (stereo not given)
 : -4.5	0.2	i	-0.1	6.4	-1.3	3.8	-2.8	10.2	1.8
1) O=C(CSc1nnc(-c2cccnc2)n1-c1ccccc1)Nc1ccc2c(c1)OCO2
 : 1.4	1.4	i	-6.8	-1.8	-1.2	2.8	-1.4	0.6	-1.0
26) COc1ccc(C(=O)OCC(=O)N2CCc3ccccc32)cc1S(=O)(=O)N1CCOCC1
 : 0.9	0.3	i	0.0	-9.3	0.5	-1.3	-0.8	2.0	-2.6
18) COc1ccc(Cn2c(=N)c(C(=O)NCC3CCCO3)cc3c(=O)n4ccccc4nc32)cc1 (stereo not given)
 : 9.5	-2.6	i	6.8	-26.9	1.4	-1.9	4.5	-35.0	2.8

# Next section:
# The line under a structure holds: CSN inh	TbMetRS inhib	Rpn11 block	Scp1 inh	PABP1 MLLE inh	NadD inh	STEP inh	DNMT1 inh	SUMO1-SIM PPI	LMPTP inh
31) Cc1ccc(CNC(=O)c2ccccc2NS(=O)(=O)c2ccc(Cl)nc2)cc1
 : -3.6	-0.3	i	-17.3	3.0	-6.0	-1.3	1.2	6.0	1.6
32) COc1ccc(NC(=O)CSc2nnc(CN3CCOCC3)n2C)cc1Cl
 : 0.7	-0.3	i	-0.1	2.5	-6.7	-2.2	1.1	4.5	0.6
33) COc1ccc(C)cc1Nc1n[n+](-c2ccccc2)c(-c2ccc(SC)cc2)s1
 : 2.7	-0.4	i	1.6	1.2	11.7	1.4	16.9	0.1	1.1
34) COc1ccc(C(=O)NCC(c2cccs2)N2CCc3ccccc32)cc1OC (stereo not given)
 : 2.1	-0.2	i	-6.9	8.7	-5.2	-2.0	-2.4	2.1	0.2
35) COCCCN1C(=O)C(CC(=O)NC2CCCCC2)CC(C(=O)N2CCCCCC2)=C1C (stereo not given)
 : -3.5	-0.2	nt	nt	nt	4.2	nt	nt	-0.4	-2.2
36) CC1Cc2cc(S(=O)(=O)CCC(=O)N3CCN(c4ccccc4)CC3)ccc2N1C(=O)C1CC1 (stereo not given)
 : -0.2	-0.3	i	3.8	1.5	1.0	3.2	0.1	-7.7	-1.7
